Assay outcomes deposited in PubChem by NCI.
NCI-60 one-dose screen, 48 h, at 10 µM unless noted. Numbers give growth in % (100 = growth as untreated, 0 = no growth, -100 = all killed).
NCI-H23: NCI-H23 lung cancer; actives 4% (n = 80,000); AID 1794731
COLO 205: COLO 205 colon cancer | actives 7.3% (n = 79,000)
HCT-15: HCT-15 colon cancer; actives 5.2% (n = 82,000)
NCI/ADR-RES: NCI/ADR-RES ovarian cells; actives 4.4% (n = 81,000)
NCI-H322M: NCI-H322M lung cancer; actives 2.7% (n = 80,000)
HCT-116: HCT-116 colon cancer; actives 7.3% (n = 82,000)
NCI-H226: NCI-H226 lung cancer | actives 3.5% (n = 79,000) | AID 1794732
NCI-H460: NCI-H460 lung cancer; actives 6.8% (n = 82,000); AID 1794736
NCI-H522: NCI-H522 lung cancer; actives 8% (n = 78,000)
* = called active by the depositor; x = no result given; & = joins results of further samples. How the source made its calls: active means growth percent below 10; inactive means the rest. Some of the compounds tested; rates above refer to the full screens.

SMILES | NCI-H23 | COLO 205 | HCT-15 | NCI/ADR-RES | NCI-H322M | HCT-116 | NCI-H226 | NCI-H460 | NCI-H522
C=Cc1c(C)c(O)cc2c1CC[C@@H]1C(C)(C)[C@H](O)CC[C@@]21C | 92 | 116 | 94 | 101 | 106 | 98 | 96 | 103 | 72
S=P1(Oc2ccccc2)Nc2ccccc2N1 | 112 | 107 | 108 | 115 | 106 | 101 | 106 | 115 | 100
CC1(C)CC(=O)CC(C)(C)N1N=O | 102 | 96 | 98 | 100 | 121 | 96 | 104 | 114 | x
Cc1cccc(C[N+](C)(C)C)c1C | 103 | 117 | 106 | 109 | 127 | 107 | 104 | 102 | 95
CCC1([N+](=O)[O-])COP(N)(=O)OC1 (configuration not stated) | 105 | 101 | 92 | 104 | 132 | 103 | 104 | 104 | 110
CCn1cc(C(O)CN(C)C)c2ccccc21 (configuration not stated) | 98 | 103 | 105 | 105 | 100 | 93 | 86 | 103 | 96
C[C@]12CCc3nc(-c4cc(Cl)cc(Cl)c4)sc3C1=CC[C@@H]1[C@@H]2CC[C@]2(C)C(=O)CC[C@@H]12 | 100 | 103 | 105 | 103 | 99 | 102 | 80 | 103 | 96
Cc1ccc2oc(=O)c3c(c2c1)OC(/N=C/N(C)C)=C(C#N)C3c1ccco1 (configuration not stated) | 104 | x | 98 | 99 | 97 | 105 | 96 | 101 | 83
CN1C2CCC1CC(OC(=O)c1cccc(O)c1)C2 (configuration not stated) | 108 | 110 | 102 | 113 | 110 | 95 | 117 | 108 | 105
NC(=NCCCCCCN/C(N)=N/[N+](=O)[O-])N[N+](=O)[O-] | 102 | 102 | 109 | 111 | 99 | 103 | 99 | 110 | 102
CCC(C)c1ccc(OCC(C)N(CCCl)Cc2ccccc2)cc1 (configuration not stated) | 69 | 99 | 79 | 77 | 101 | 77 | 73 | 84 | 67
NC1(C(=O)O)CCCc2ccc(N(CCCl)CCCl)cc21 (configuration not stated) | 100 | 104 | 97 | 107 | 127 | 100 | 100 | 84 | 94
Cn1cccc1C1CC(=O)N(CCC[Se]C#N)C1=O (configuration not stated) | -25* | 70 | -57* | -0.4* | 11 | 2.8* | -46* | -1.0* | 24
O=[N+]([O-])c1cccc(SC(Cl)(Cl)Cl)c1 | 97 | 102 | 102 | 105 | 93 | 96 | 97 | 102 | 77
CC1=CC(=O)CCC12CCOC2=O (configuration not stated) | 102 | 116 | 99 | 95 | 96 | 102 | 101 | 102 | 96
CC(CC(C)(C)C)C(=O)Cl (configuration not stated) | 99 | 106 | 101 | 105 | 104 | 96 | 96 | 100 | 94
CCN(CC)CC#CCN(CC)CC | 103 | 100 | 105 | 110 | 96 | 96 | 98 | 105 | x
COc1ccc(OC)c(/C=C/C(=O)c2nc3ccccc3n2Cc2ccc(F)cc2)c1 | -49* | -58* | -62* | -42* | 6.7* | -91* | -42* | -31* | -52*
O=C1C(Br)C2CCC1C2C(=O)O (configuration not stated) | 96 | 107 | 102 | 103 | 113 | 102 | 84 | 112 | 100
Nc1cc(N)nc(N)n1 | 96 | 113 | 96 | 96 | 99 | 92 | 98 | 106 | 93
C[N+]1(C)CCCC1c1cccnc1 (configuration not stated) | 101 | 109 | 104 | 111 | 104 | 92 | 98 | 108 | 102
CCC(=O)c1ccc(OC)c(F)c1 | 111 | 109 | 101 | 108 | 94 | 108 | 109 | 105 | x
CCC[CH2][Sn]([CH2]CCC)([CH2]CCC)[O]c1ccc(Cl)cc1Cl | -87* | -75* | -62* | -85* | -80* | -80* | -86* | -85* | -90*
O=C(Nc1cccc(F)c1)c1c(O)[nH]c(=S)[nH]c1=O | 94 | 109 | 92 | 96 | 104 | 94 | 86 | 85 | 102
c1ccc(Nc2nc(-c3ccccc3)c[se]2)cc1 | 87 | 104 | 87 | 97 | 70 | 86 | 81 | 100 | 69

Fetched by compound from above (3):
SMILES | NCI-H23 | COLO 205 | HCT-15 | NCI/ADR-RES | NCI-H322M | HCT-116 | NCI-H226 | NCI-H460 | NCI-H522
CCN(CC)CC#CCN(CC)CC | 103 | 100 | 105 | 110 | 96 | 96 | 98 | 105 | x
Cc1cccc(C[N+](C)(C)C)c1C | 103 | 117 | 106 | 109 | 127 | 107 | 104 | 102 | 95
C[C@]12CCc3nc(-c4cc(Cl)cc(Cl)c4)sc3C1=CC[C@@H]1[C@@H]2CC[C@]2(C)C(=O)CC[C@@H]12 | 100 | 103 | 105 | 103 | 99 | 102 | 80 | 103 | 96

Following part:
SMILES | NCI-H23 | COLO 205 | HCT-15 | NCI/ADR-RES | NCI-H322M | HCT-116 | NCI-H226 | NCI-H460 | NCI-H522
CN1C2CC(=O)CC1C(O)C2 (configuration not stated) | 98 | x | 100 | 103 | 92 | 102 | 103 | 111 | 97
N#CC(C#N)=Cc1ccccc1[N+](=O)[O-] | 97&106 | 106&114 | 108&95 | 103&105 | 107&100 | 99&95 | 88&92 | 103&109 | 97&85
N#Cc1ccc(NC(=O)c2cc(-c3ccc(F)cc3F)ccc2O)cc1C(F)(F)F | 90 | 130 | 91 | 94 | 104 | 101 | 82 | 107 | 89
Cc1ccc(Nc2nc3c(s2)C2=CC[C@@H]4[C@H](CC[C@]5(C)C(=O)CC[C@@H]45)[C@@]2(C)CC3)cc1 | 58 | 64 | 17 | 57 | 62 | -25* | 70 | 39 | 56
O=C(O)c1[nH]c(=O)[nH]c(=O)c1F | 93 | x | 94 | 95 | 93 | 79 | 86 | 48 | 89
CN(C)c1ccnc(CNCCSC2c3ccccc3C=Cc3ccccc32)c1 | 55 | 90 | 70 | 55 | 97 | 58 | 89 | 79 | 77
CCC(N)C(O)c1ccccc1 (configuration not stated) | 106 | 107 | 108 | 106 | 122 | 105 | 105 | 101 | 102
CC1=C([Te]c2ccc(O)cc2)C(=O)c2ccccc2C1=O | -20* | -88* | 14 | -2.8* | 22 | -63* | -35* | -28* | 0.8*
CN1[C@@H](CCc2ccc(O)cc2)CCC[C@H]1CCc1ccc(OCCF)cc1 | 91 | 102 | 92 | 89 | 102 | 88 | 92 | 107 | 95
COc1cc2c(cc1OC)C13CCN4CC5=CCOC6CC(=O)N2C1C6C5CC43 (configuration not stated) (tested in a mixture with another compound) | 99 | 164 | 103 | 100 | 103 | 87 | 101 | 98 | 110
C=C(C)C1CNC(C(=O)O)C1CC(=O)O (configuration not stated) | 109&98 | 113&109 | 102&97 | 99 | 107 | 106&106 | 99&96 | 111&113 | 97
COC(=O)/C(=C(/C)c1ccco1)P(=O)(OC)OC | 105 | 119 | 104 | 102 | 82 | 98 | 97 | 100 | 83
ClCCN(CCCl)c1ccc(C=NCCc2c[nH]c3ccccc23)cc1 | 72 | 106 | 90 | 76 | 111 | 79 | -11* | 23 | 92
CCOC(=O)C1(c2ccccc2)CCN(CCc2ccc(NC(=O)CCC(=O)O)cc2)CC1 | 100 | 99 | 106 | 104 | 111 | 110 | 98 | 106 | 90
CN1C(=O)CN=C(c2ccc[nH]2)c2cc(Cl)ccc21 (tested in a mixture with another compound) | 96 | 112 | 100 | 104 | 106 | 105 | 115 | 98 | 96
O=[N+]([O-])c1ccc(C(c2ccc([N+](=O)[O-])cc2)c2ccc([N+](=O)[O-])cc2)cc1 | 93 | 97 | 87 | 97 | 101 | 69 | 102 | 91 | 95
[CH3][Sn]([CH3])([Cl])[S]CCN | 103 | 99 | 101 | 106 | 83 | 103 | 100 | 105 | 95
CC(C)[C@H](C)/C=C/[C@@H](C)[C@H]1CC[C@@H]2[C@]1(C)CC[C@H]1[C@]23C=C[C@]2(C[C@@H](O)CC[C@]12C)OO3 | 99 | 125 | 86 | 97 | 88 | 82 | 113 | 99 | 78
Cc1ccc(/C=C/C(=O)O)cc1-c1cc2c(cc1C)C(C)(C)CCC2(C)C | 82 | 118 | 78 | 79 | 99 | 81 | 80 | 94 | 69
Cc1ccc(Cl)c(-n2c(=S)[nH]c3ccccc3c2=O)c1 | 99 | 107 | 95 | 100 | 98 | 97 | 92 | 101 | 91
CN(/C=C1/C[C@@]2(C)[C@@H](CC[C@@H]3[C@@H]2CC[C@@]2(C)[C@H]3CC[C@]2(C)O)CC1=O)c1ccccc1 | 99 | 111 | 98 | 98 | 99 | 109 | 100 | 112 | 91
CC(=O)OC1(c2ccccc2)CCN(C)CC1C(=O)c1ccccc1 (configuration not stated) | 94 | 106 | 104 | 111 | 108 | 88 | 102 | 107 | 87
C/C1=C/C(=O)O[C@@H]2C[C@@H](CC[C@H](C)/C=C\C=C\CC1)O[C@@](OCCc1ccccc1)([C@@H]1CSC(=O)N1)C2 | 35 | 5.6* | 46 | 48 | 28 | 33 | x | 22 | 7.3*
COc1ccc(CN2CCNCC2)c(OC)c1OC | 102 | 106 | 99 | 99 | 93 | 100 | 102 | 107 | 97
CCN1CCN(c2ccccc2)CC1 | 95 | 105 | 93 | 102 | 104 | 98 | 91 | 103 | 108

Further compounds follow.
SMILES | NCI-H23 | COLO 205 | HCT-15 | NCI/ADR-RES | NCI-H322M | HCT-116 | NCI-H226 | NCI-H460 | NCI-H522
NC(=O)Nc1nn[nH]n1 | 98 | 108 | 102 | 99 | 97 | 109 | 116 | x | 89
ClCc1ccc(Cl)c(Cl)c1 | 102 | 116 | 99 | 106 | 98 | 96 | 94 | 103 | 94
COc1ccccc1/C=C/[N+](=O)[O-] | 75 | 79 | 42 | 91 | 102 | 36 | 96 | 74 | 63
C=COC(=O)CCN1CC1 | 100 | 114 | 109 | 111 | 102 | 103 | 99 | 105 | 107
Cc1ccc(-c2c[se]c(Nc3ccccc3)n2)cc1 | 88 | 108 | 95 | 101 | 81 | 87 | 87 | 98 | 70
Cc1cc(Cl)ccc1N | 100 | 109 | 94 | 107 | 87 | 101 | 94 | 103 | 87
C[C@]12CCc3sc(Nc4ccc(F)cc4F)nc3C1=CC[C@@H]1[C@@H]2CC[C@]2(C)C(=O)CC[C@@H]12 | 66 | 54 | 7.8* | 68 | 84 | -23* | 84 | 61 | 43
C=CCSc1nc2ccccc2c(=O)n1-c1cc(OC)c(Cl)cc1OC | 87 | 99 | 95 | 87 | 84 | 80 | 88 | 98 | 64
CC[C@H](C)[C@H](NC(=O)[C@H]1CCCCN1C)C(=O)N(C)[C@H](C(=O)NC12CC(C(=O)N[C@@H](Cc3ccccc3)C[C@H](C)C(=O)OC)(C1)C2)C(C)C | 98 | 110 | 101 | 103 | 92 | 99 | 99 | 101 | 74
O=C1NC(=O)C(=C/C=C/c2ccccc2)C(=O)N1 | -49* | -47* | 8.9* | -29* | 97 | -79* | 63 | 33 | 6.2*
Nc1ccc(CCCCc2ccc(S(=O)(=O)F)cc2Cl)c(Cl)c1 | 109 | 102 | 100 | 111 | 107 | 105 | 94 | 104 | 68
CCCCCN(CCCCC)CC(O)c1cc(C)ccc1Cl (configuration not stated) | 69 | 73 | 76 | 85 | 88 | 46 | 100 | 92 | 63
CC[C@H](C)[C@H](NC(=O)[C@H]1CCCCN1C)C(=O)N(C)[C@H](C[C@@H](O)c1nc(C(=O)N[C@@H](Cc2ccccc2)C[C@H](C)C(=O)O)cs1)C(C)C | 95 | 84 | 97 | 109 | 105 | 78 | 99 | 96 | -18*
Cc1c([C@H](C)[C@@H]2NC[C@@H](C)C[C@H]2O)ccc2c1C[C@H]1[C@H]2CC=C2C[C@@H](O)CC[C@@]21C | 52 | 98 | 84 | 76 | 85 | 79 | 70 | 90 | 78
N#Cc1ccccc1Cl | 99 | x | 107 | 97 | 115 | 98 | 107 | x | x
CN[C@@]1(c2ccccc2Cl)CCCC[C@H]1NCc1ccccc1 | 108 | 91 | 104 | 98 | 96 | 81 | 90 | 98 | 85
CN1CC2CC(C1)c1cccc(=O)n1C2 (configuration not stated) | 105 | 101 | 109 | 106 | 104 | 99 | 102 | 106 | 90
NOCCC(N)C(=O)O (configuration not stated) | 103 | 103 | 104 | 109 | 89 | 94 | 93 | 101 | 114
CCCN1C2CC[C@@H]1c1c(nc(OC)c(C#N)c1-c1ccc(Cl)cc1)/C2=C/c1ccc(Cl)cc1 | 80 | 88 | 90 | 83 | 97 | 69 | 82 | 80 | 73
CCOc1ccc(C=C(C#N)C#N)cc1OCC | 103 | 114 | 95 | 105 | 108 | 97 | 100 | 111 | 84
CN1C2CCC1CC(OC(=O)c1ccccc1)C2 (configuration not stated) | 253 | 93 | 105 | 164 | 54 | 104 | 111 | 113 | 96
CC[C@]12C=CCN3CC[C@]4(C(=C(C(=O)OC)C1)Nc1cc(OC)c(OC(C)=O)cc14)[C@@H]32 | 21 | -23* | 21 | 9.3* | 39 | 12 | 34 | 8.3* | -2.0*
CC1([N+](=O)[O-])COP(=O)(NC2CCCC2)OC1 (configuration not stated) | 103&101 | 115&102 | 90&104 | 105&109 | 100&122 | 108&107 | 77 | 104&106 | 101&113

Single records, as listed above. Order of screens: NCI-H23	COLO 205	HCT-15	NCI/ADR-RES	NCI-H322M	HCT-116	NCI-H226	NCI-H460	NCI-H522
Entry for `CC[C@H](C)[C@H](NC(=O)[C@H]1CCCCN1C)C(=O)N(C)[C@H](C[C@@H](O)c1nc(C(=O)N[C@@H](Cc2ccccc2)C[C@H](C)C(=O)O)cs1)C(C)C` : 95	84	97	109	105	78	99	96	-18*
Entry for `Nc1ccc(CCCCc2ccc(S(=O)(=O)F)cc2Cl)c(Cl)c1` : 109	102	100	111	107	105	94	104	68
Entry for `ClCc1ccc(Cl)c(Cl)c1` : 102	116	99	106	98	96	94	103	94
Entry for `CCOc1ccc(C=C(C#N)C#N)cc1OCC` : 103	114	95	105	108	97	100	111	84
Entry for `CC[C@]12C=CCN3CC[C@]4(C(=C(C(=O)OC)C1)Nc1cc(OC)c(OC(C)=O)cc14)[C@@H]32` : 21	-23*	21	9.3*	39	12	34	8.3*	-2.0*
